NSD2 inh = blocks human histone methyltransferase NSD2; O96028; NSD2 peptide methylation, AlphaScreen, 120 min; inhibition, % at 12.5 µM; 310,000 tested, 0.54% active; in the data active = inhibition above about 50%
Target sequence (O96028 whole entry, looked up): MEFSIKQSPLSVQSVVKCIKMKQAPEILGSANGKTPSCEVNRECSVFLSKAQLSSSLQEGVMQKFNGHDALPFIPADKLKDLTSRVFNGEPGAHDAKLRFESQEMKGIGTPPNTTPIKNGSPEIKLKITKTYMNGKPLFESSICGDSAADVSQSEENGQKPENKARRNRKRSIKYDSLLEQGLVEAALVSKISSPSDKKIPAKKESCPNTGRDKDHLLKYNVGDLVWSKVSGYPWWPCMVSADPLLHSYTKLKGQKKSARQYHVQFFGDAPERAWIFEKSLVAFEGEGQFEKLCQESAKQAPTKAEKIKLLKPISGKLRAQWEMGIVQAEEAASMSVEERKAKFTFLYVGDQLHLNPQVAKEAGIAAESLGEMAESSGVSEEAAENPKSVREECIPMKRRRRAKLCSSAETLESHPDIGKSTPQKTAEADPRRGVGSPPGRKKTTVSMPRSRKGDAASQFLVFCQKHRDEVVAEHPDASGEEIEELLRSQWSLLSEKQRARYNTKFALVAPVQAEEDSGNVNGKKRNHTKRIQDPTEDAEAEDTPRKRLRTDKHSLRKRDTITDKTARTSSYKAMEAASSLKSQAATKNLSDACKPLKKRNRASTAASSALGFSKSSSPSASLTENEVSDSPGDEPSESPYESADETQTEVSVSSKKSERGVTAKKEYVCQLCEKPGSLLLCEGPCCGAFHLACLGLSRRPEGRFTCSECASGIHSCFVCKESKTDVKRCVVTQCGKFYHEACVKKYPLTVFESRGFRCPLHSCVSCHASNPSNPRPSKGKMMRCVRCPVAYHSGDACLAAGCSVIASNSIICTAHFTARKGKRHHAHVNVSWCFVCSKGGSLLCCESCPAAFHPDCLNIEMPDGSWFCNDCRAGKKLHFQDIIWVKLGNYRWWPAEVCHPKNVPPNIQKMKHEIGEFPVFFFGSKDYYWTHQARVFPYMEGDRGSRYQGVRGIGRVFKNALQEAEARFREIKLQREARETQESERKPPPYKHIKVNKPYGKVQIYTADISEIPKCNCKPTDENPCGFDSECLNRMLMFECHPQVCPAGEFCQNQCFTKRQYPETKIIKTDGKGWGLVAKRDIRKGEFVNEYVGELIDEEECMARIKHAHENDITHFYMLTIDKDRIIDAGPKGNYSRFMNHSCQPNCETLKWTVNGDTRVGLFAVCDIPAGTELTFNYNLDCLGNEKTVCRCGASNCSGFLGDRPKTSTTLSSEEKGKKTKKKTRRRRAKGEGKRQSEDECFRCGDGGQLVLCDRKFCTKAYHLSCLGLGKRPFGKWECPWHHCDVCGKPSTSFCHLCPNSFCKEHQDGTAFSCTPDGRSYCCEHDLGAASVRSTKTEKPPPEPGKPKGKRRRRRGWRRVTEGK
Wnt bcat act = activates Wnt/beta-catenin signaling in a reporter cell assay. activation, % at 9.35 µM. activator, plate reader. 300,000 tested, 1.2% active. AID 743398; in the data active = activation above about 30%, passing the limit was not always enough; inconclusive = no clear call, values can overlap the other calls;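 note: 0% = neutral control wells and 100% = positive control wells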
Starred values were filed as active, the others as inactive; ? = inconclusive. Only part of the results is shown. The share of hits here may be higher or lower than overall.

SMILES	NSD2 inh	Wnt bcat act
O=c1c(-c2ccccc2)nc2ccccc2n1C(c1ccccc1)c1nc2ccccc2[nH]1 (centres undefined)	-1	?
COc1ccc(C(O)c2ncc(-c3ccccc3F)[nH]2)cc1 (centres undefined)	4	0
CC(C)CCNC(=O)C1(C)CCN1Cc1ccc(-c2ccccn2)cc1 (centres undefined)	-1	-1
CC1(C(=O)O)CCCN(C(=O)/C=C/c2ccccc2)C1 (centres undefined)	-4	-2
CC1CCN(C(=O)COC(=O)CCC(=O)c2ccc(F)cc2)CC1	-7	1
OCCN1CCN(c2cc(-c3ccc(CO)cc3)nc3ccnn23)CC1	0	2
CCCS(=O)(=O)NC(=O)C1(C)CCN(C(=O)c2cc(-c3cccs3)oc2C)C1 (centres undefined)	-2	-2
Cn1nccc1-c1ccc(C(=O)NCc2ccco2)c2occc12	7	?
CC(C)NC(=O)C1(C)Cc2c(-c3cccc(C(F)(F)F)c3)ccnc2O1 (centres undefined)	0	0
Cc1ccc(C(=O)N/C(=C/c2ccco2)C(=O)Nc2cccc(C(=O)O)c2)cc1	6	19
Cc1ccc(C)c(C(O)c2ncc(-c3ccc(Cl)cc3)[nH]2)c1 (centres undefined)	2	-19
O=C(NCc1ccc(F)cc1)c1cc(C2CCCCN2C(=O)c2ccccc2)on1 (centres undefined)	-1	-6
COc1cccc(-c2cc(NC=O)c3ncc(-c4cccc(C(=O)NCCN(C)C)c4)n3c2)c1	6	-2
CCNC(=O)C1(C)CCCN(C(=O)c2c(C)noc2C)C1 (centres undefined)	-3	0
CCc1nc2ccc(C(=O)N3CCN(S(=O)(=O)CC)CC3)cn2c1N(C)C(=O)c1cccc(OC)c1	-1	1
Cc1cc(F)ccc1C(O)c1ncc(-c2cccc(F)c2)[nH]1 (centres undefined)	1	2
COC(=O)N1CCCCC1c1cc(C(=O)Nc2cccc3c2CCCC3)no1 (centres undefined)	0	-1
Cc1ccc(N2CC(C(=O)Nc3cccc(S(=O)(=O)N4CCOCC4)c3)CC2=O)cc1 (centres undefined)	4	-1
OC(c1ccccc1)c1nc(-c2cccc3cccnc23)cs1 (centres undefined)	-1	0
CC1(C(=O)NS(=O)(=O)C2CC2)CCN(C(=O)c2ccc3ccccc3n2)C1 (centres undefined)	2	0
COc1cccc(-c2cnc(C(O)c3cc(C)c(OC)c(C)c3)[nH]2)c1 (centres undefined)	4	-3
CC1(Cc2ccccc2OC(F)(F)F)C(=O)Nc2cc(-c3ccccc3Cl)ccc21 (centres undefined)	1	-2
CC1(C(=O)NC2CCN(Cc3ccccc3)CC2)CCN1Cc1ccc2ccccc2c1 (centres undefined)	8	-3
CCOC(=O)CC1C(=O)NCCN1C(=S)NC(=O)c1ccc(C)c(Br)c1 (centres undefined)	-4	-2
CCc1nc2ccc(C(=O)NCCCN3CCCC3=O)cn2c1N(C)C(=O)Nc1ccccc1OC	-5	-4
(continued)
SMILES	NSD2 inh	Wnt bcat act
OC(c1cc(F)cc(Cl)c1)c1ncc(-c2ccc3ccccc3c2)[nH]1 (centres undefined)	1	-1
CCCS(=O)(=O)NC(=O)C1(C)CCN(C(=O)COCc2ccccc2)C1 (centres undefined)	-4	-1
OC(c1ccc(F)c(F)c1)c1nc(-c2csc3ccccc23)cs1 (centres undefined)	-3	-5
COc1ccc(-c2csc(C(C)(NC(C)=O)c3ccccc3)n2)cn1 (centres undefined)	-3	-1
O=C(Nc1ccccc1)c1cc(C2COCCN2C(=O)c2cccs2)on1 (centres undefined)	1	-2
CC(=O)Nc1cc(-c2ccc(N3CCN(C)CC3)cc2)cn2c(-c3ccccc3)cnc12	22	38*
COc1ccc(-c2ccc(C(=O)Nc3cccc(F)c3)c3occc23)c(C)c1	-2	-2
CC(=O)Nc1cccc(-c2ccnc3c2CC(C)(C(=O)Nc2ccc(Cl)c(C(F)(F)F)c2)O3)c1 (centres undefined)	2	-3
CC1(C(=O)NCCC(F)(F)F)Cc2c(-c3cccc(C(F)(F)F)c3)ccnc2O1 (centres undefined)	-5	-1
O=C(NCCC(F)(F)F)C1Cc2c(-c3ccccc3Oc3ccccc3)ccnc2O1 (centres undefined)	2	-3
Cc1nc(C2CCC3C4CCC5=CC(=O)CC[C@]5(C)C4CC[C@]23C)cs1 (some centres undefined)	3	-3
Cc1ccccc1Nc1nn2c(=O)c3ccc(C(=O)N4CCCC(C)C4)cc3nc2s1 (centres undefined)	-1	-1
CCOCCC(=O)Nc1ccc2c(c1)c(=O)n(C)n2CC=C(C)C	-4	-2
O=C(Nc1nc2ccccc2s1)c1ccc2c(c1)S(=O)(=O)c1ccccc1C2=O	2	-2
COc1ccc(-c2cc(C(=O)N(C)CC(=O)Nc3cccc(F)c3)c3ccccc3n2)cc1OC	-4	-6
COc1cc(NC(=O)Nc2cccn3nc(COCCO)nc23)cc(OC)c1OC	-1	0
OC[C@@H]1CN(C2CCCC2)C[C@H](n2cnc3c(NC4CC4)ncnc32)O1	0	0
COc1ccc(OC)c(NC(=O)Nc2nc(C(N)C(C)C)cs2)c1 (centres undefined)	11	6
CC(=O)Nc1ccc(-c2ccnc3c2CC(C)(C(=O)Nc2cccc(OC(F)(F)F)c2)O3)cc1 (centres undefined)	0	-2
Cc1ccc(-n2c(=O)c3sccc3n(Cc3cc(=O)n4ccccc4n3)c2=O)cc1F	-3	-1
COC(=O)Cc1ccccc1NS(=O)(=O)c1ccc(C)cc1	0	-3
CC(=O)Nc1ccc(-c2ccnc3c2CC(C(=O)NCc2ccco2)O3)cc1 (centres undefined)	-3	-15
Cc1ccccc1NC(=O)c1ccc(Cl)c(NC(=O)c2cccnc2)c1	3	0
CNc1cncc(-c2ccc(S(C)(=O)=O)cc2)n1	-6	0
O=C(NCc1ccc(F)cc1)Nc1nnc([C@H]2C[C@H](O)[C@@H](CO)O2)s1	0	0

Single records, from the list above. Values in the order: NSD2 inh, Wnt bcat act
Record of COC(=O)Cc1ccccc1NS(=O)(=O)c1ccc(C)cc1 → 0, -3
Record of CC(=O)Nc1ccc(-c2ccnc3c2CC(C(=O)NCc2ccco2)O3)cc1 (centres undefined) → -3, -15
Record of COc1ccc(-c2csc(C(C)(NC(C)=O)c3ccccc3)n2)cn1 (centres undefined) → -3, -1
Record of CNc1cncc(-c2ccc(S(C)(=O)=O)cc2)n1 → -6, 0
Record of O=C(Nc1nc2ccccc2s1)c1ccc2c(c1)S(=O)(=O)c1ccccc1C2=O → 2, -2

Back to the main list, starting 2 compounds before the break.
SMILES	NSD2 inh	Wnt bcat act
CNc1cncc(-c2ccc(S(C)(=O)=O)cc2)n1	-6	0
O=C(NCc1ccc(F)cc1)Nc1nnc([C@H]2C[C@H](O)[C@@H](CO)O2)s1	0	0
CN(C)C(=O)c1cccc(-c2cnc3c(NC=O)cc(-c4ccc(N(C)C)cc4)cn23)c1	9	-10
CCCS(=O)(=O)NC(=O)C1(C)CCCN(C(=O)c2ccccc2F)C1 (centres undefined)	0	0
Cn1c(NCCc2ccncc2)nc2cc(-c3ccsc3)sc2c1=O	-1	-3
Cc1ccc(N(CCC(=O)Nc2nnc(C3CC3)s2)S(=O)(=O)c2ccccc2)cc1	0	7
COc1cccc(Cn2c(NCc3ccco3)nc3c2c(=O)n(C)c(=O)n3C)c1	6	-13
CC1(C(=O)NS(=O)(=O)c2ccc3c(c2)CCO3)CCN1C(=O)c1ccccc1CCc1ccccc1 (centres undefined)	-1	-7
CC(C)c1cccc(-c2csc(C(C)(O)c3cccc(F)c3)n2)c1 (centres undefined)	-11	-1
CCn1c(C)nc2cc(C(=O)NNC(=O)Nc3ccc(Cl)c(Cl)c3)ccc21	2	0
COc1cc(F)ccc1-c1cc(C(=O)NCC2CCCCC2)[nH]n1	-3	-1
CCOC(=O)[C@]12CCCC=C1N(Cc1ccccc1)C(=O)[C@H](CC(=O)N1CCC(c3ccccc3)CC1)C2	-1	-3
OC[C@@H]1CN(CCN2CCOCC2)C[C@H](n2cnc3c(N4CCOCC4)ncnc32)O1	-2	-1
CCNC(=O)C1(C)CCN(C(=O)c2cccnc2SC)C1 (centres undefined)	-5	-1
CCCS(=O)(=O)NC(=O)C1(C)CCCN(C(=O)c2ccc3ccccc3c2)C1 (centres undefined)	-4	2
CCc1nc2c(OCc3ccc(C(F)(F)F)cc3)cccn2c1N(C)C(=O)c1ccc(C)cc1	0	-5
CC1(C(=O)NC2CCCCCC2)CCN1C(=O)C1(c2ccccc2)CC1 (centres undefined)	-2	-2
CCCNC(=O)C1(C)CCCN(Cc2ccc(C)cc2)C1 (centres undefined)	-7	0
Cc1ccccc1CNC(=O)c1csc([C@@H]2C[C@H](O)[C@@H](CO)O2)n1	2	-1
CCc1nc2c(OCc3ccc(Cl)cc3Cl)cccn2c1N(C)C(C)=O	1	-3
N#CCCN1CCC(N)=NC1=NC#N	0	5
COC(=O)c1cnc(Nc2nc(C(N)COCc3ccccc3)cs2)nc1C(F)(F)F (centres undefined)	0	-1
C=CCNc1ncnc2c1ncn2[C@H]1CN(CCc2ccccc2)C[C@@H](CO)O1	0	-2
CCc1nc2c(OCc3ccc(C(F)(F)F)cc3)cccn2c1N(C)C(=O)C(C)C	0	-3
CCCNC(=O)C1(C)CCCN(C(=O)c2ccc(OC(F)F)cc2)C1 (centres undefined)	2	-5
O=C(Nc1ccccc1Cl)C1CC(=O)n2c(nc3ccccc32)N1 (centres undefined)	18	-2
OC[C@@H]1CN(Cc2ccc3c(c2)OCO3)C[C@H](n2cnc3c(NC4CCCC4)ncnc32)O1	1	-2

Some of the entries above in a different format:
| molecule | NSD2 inh | Wnt bcat act |
| --- | --- | --- |
| COc1cccc(-c2cnc(C(O)c3cc(C)c(OC)c(C)c3)[nH]2)c1 (centres undefined) | 4 | -3 |
| CC1(Cc2ccccc2OC(F)(F)F)C(=O)Nc2cc(-c3ccccc3Cl)ccc21 (centres undefined) | 1 | -2 |
| CC1(C(=O)NC2CCN(Cc3ccccc3)CC2)CCN1Cc1ccc2ccccc2c1 (centres undefined) | 8 | -3 |
| CCOC(=O)CC1C(=O)NCCN1C(=S)NC(=O)c1ccc(C)c(Br)c1 (centres undefined) | -4 | -2 |
| CCc1nc2ccc(C(=O)NCCCN3CCCC3=O)cn2c1N(C)C(=O)Nc1ccccc1OC | -5 | -4 |
| OC(c1cc(F)cc(Cl)c1)c1ncc(-c2ccc3ccccc3c2)[nH]1 (centres undefined) | 1 | -1 |

Next structures.
SMILES	NSD2 inh	Wnt bcat act
O=C(Cc1csc2ccccc12)NCC1CC1	0	-2
COC(=O)c1ccc(CSc2nnc(Nc3ccccc3OC)s2)o1	0	2
Cc1ccnc(NS(=O)(=O)c2cc(C(F)(F)F)ccc2Cl)c1	6	1
COc1ccccc1CCC(=O)Nc1ccc2c(c1)c(=O)n(C)n2-c1cccs1	-2	-2
COc1ccc(-c2cnc3c(NC(C)=O)cc(-c4ccc(S(C)(=O)=O)cc4)cn23)cc1OC	0	2
N#CCCN(Cc1ccccc1)C(=O)CCC(=O)c1ccc(F)cc1	0	-1
CCc1nc2c(OCc3ccc(Cl)cc3)cccn2c1N(C)C(=O)c1ccco1	1	-1
Cc1cc(F)ccc1C(O)c1ncc(-c2ccccc2F)[nH]1 (centres undefined)	2	-1
COCCNC(=O)C1(C)CCN(C(=O)C2(c3ccc(Cl)cc3)CCCC2)C1 (centres undefined)	-2	2
COc1ccc(F)cc1-c1cc(NC=O)c2ncc(-c3cc(OC)c(OC)c(OC)c3)n2c1	-1	-2
CN(C)c1ccccc1-c1cc(NC=O)c2ncc(-c3cccc(C(F)(F)F)c3)n2c1	41	-1
CCOc1cc(/C=C2/C(=O)ON=C2C)ccc1OCc1ccccc1	6	2
Cc1[nH]c2ccccc2c1C(=O)c1cc(Cc2ccccc2)sc1N	1	-4
CCNC(=O)C1CCCN(C(=O)Cc2cccs2)CC1 (centres undefined)	3	0
O=C(N/N=C/c1ccc([N+](=O)[O-])o1)c1cn(-c2ccccc2)nc1-c1ccc(F)cc1	1	-1
Cc1cc(F)ccc1-c1cc(C(=O)Nc2ccccc2)[nH]n1	0	3
COc1cccc(C=C2SC(=S)N(Cc3ccco3)C2=O)c1OC	5	1
CCNC(=O)C1(C)CCN1Cc1cc(-c2ccccc2)n(C)n1 (centres undefined)	0	-3
CC(CC(=O)Nc1ccc2c(c1)c(=O)n(C)n2Cc1ccc(F)cc1)c1ccccc1 (centres undefined)	-2	-1
Cc1ccc(CSCC(N)C(=O)O)cc1 (centres undefined)	3	2
C=CCNc1ncnc2c1ncn2[C@H]1CN(Cc2ccc3c(c2)OCO3)C[C@@H](CO)O1	0	0
Fc1ccccc1-c1nc(NCC2CC2)nc2ccsc12	-9	-3
COc1ccc(C(O)c2nc(-c3ccncc3)cs2)cc1 (centres undefined)	-1	-2
O=C(Nc1cccnc1)C1Cc2c(-c3ccco3)ccnc2O1 (centres undefined)	3	-2
O=C(NCc1ccccc1)c1cc(C2CCCN(S(=O)(=O)c3ccccc3)C2)on1 (centres undefined)	0	-2
O=C(NC1CC1)c1ccc(-c2ccc3nccn3c2)cc1	0	0
O=C(N[C@@H](Cc1cccnc1)C(=O)N1CCC[C@H]1C(=O)NC1CCCC1)C1CC1	-2	1
Cc1sc2cc3c(c(C(=O)c4ccccc4)[n+]2c1C)-c1cccc2cccc-3c12	25	-7
Cc1ccc(NC(=O)N2c3ccccc3SC2c2ccco2)c(C)c1 (centres undefined)	2	5
